Bioassay records from PubChem.
ROS inducer: ROS inducers in U2OS cancer cells, primary screen, cell-based, H2DCF-DA fluorescence | U2OS ROS induction | ROS induction (% of piperlongumine), % at 10 µM | actives 2% (n = 46,000); in the data active = ROS induction above about 79%, passing the limit was not always enough; inconclusive = no clear call, values can overlap the other calls;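 also: 0% = DMSO vehicle median and 100% = reference compound median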
An asterisk follows results filed as active; ? = inconclusive. An excerpt, so the mix of outcomes need not match the whole.

Preview (11 entries):
SMILES | ROS inducer
COC(=O)CCCCCCC(=O)N/N=C/c1ccco1 | 9
O=C(Oc1ccccc1N1CCOCC1)c1ccco1 | -12
CCNC(=O)N1CCN(CCCC(c2ccc(F)cc2)c2ccc(F)cc2)CC1 | 16
COc1ccc(NC(=O)Nc2cccc3c2O[C@@H](CN(C)Cc2ccc(C(F)(F)F)cc2)[C@H](C)CN([C@@H](C)CO)C3=O)cc1 | 26
Cn1cccc1Cc1nnc(SCC(=O)Nc2ccccc2C(F)(F)F)n1CCc1ccccc1 | 1
COC(=O)CCCCCCC(=O)N/N=C/c1cc(F)ccc1O | 3
COc1ccc(NC(=O)Nc2cccc3c2O[C@@H](CN(C)C(=O)Nc2cccc4ccccc24)[C@H](C)CN([C@@H](C)CO)C3=O)cc1 | 2
C[C@@H]1CN([C@H](C)CO)C(=O)Cc2cc(NS(=O)(=O)c3ccc(F)cc3)ccc2O[C@H]1CN(C)S(=O)(=O)c1cn(C)cn1 | 7
C=C1C(=O)O[C@H]2C1[C@H](OC(=O)/C(C)=C/CO)C/C(C)=C\CC[C@@]1(CO)OC21 (some centres undefined) | 42
COc1ccccc1NC(=O)CSc1nc2ccccc2c(=O)n1-c1ccc(C)cc1 | 13
c1ccc(Cn2c3c(c4ccccc42)CCOc2ccccc2-3)cc1 | -9

Main list, repeating the preview:
SMILES | ROS inducer
COC(=O)CCCCCCC(=O)N/N=C/c1ccco1 | 9
O=C(Oc1ccccc1N1CCOCC1)c1ccco1 | -12
CCNC(=O)N1CCN(CCCC(c2ccc(F)cc2)c2ccc(F)cc2)CC1 | 16
COc1ccc(NC(=O)Nc2cccc3c2O[C@@H](CN(C)Cc2ccc(C(F)(F)F)cc2)[C@H](C)CN([C@@H](C)CO)C3=O)cc1 | 26
Cn1cccc1Cc1nnc(SCC(=O)Nc2ccccc2C(F)(F)F)n1CCc1ccccc1 | 1
COC(=O)CCCCCCC(=O)N/N=C/c1cc(F)ccc1O | 3
COc1ccc(NC(=O)Nc2cccc3c2O[C@@H](CN(C)C(=O)Nc2cccc4ccccc24)[C@H](C)CN([C@@H](C)CO)C3=O)cc1 | 2
C[C@@H]1CN([C@H](C)CO)C(=O)Cc2cc(NS(=O)(=O)c3ccc(F)cc3)ccc2O[C@H]1CN(C)S(=O)(=O)c1cn(C)cn1 | 7
C=C1C(=O)O[C@H]2C1[C@H](OC(=O)/C(C)=C/CO)C/C(C)=C\CC[C@@]1(CO)OC21 (some centres undefined) | 42
COc1ccccc1NC(=O)CSc1nc2ccccc2c(=O)n1-c1ccc(C)cc1 | 13
c1ccc(Cn2c3c(c4ccccc42)CCOc2ccccc2-3)cc1 | -9
CC(C)Cc1cc(-c2cccc(Br)c2)c(C#N)c(N)n1 | 27
COc1ccc(NC(=O)Nc2ccc3c(c2)CC(=O)N([C@@H](C)CO)C[C@H](C)[C@H](CN(C)Cc2ccc(-c4ccccc4)cc2)O3)cc1 | 20
CC(C)C(NC=O)C(=O)N1CCC2Oc3ccc(cc3)/C=C\NC(=O)C(Cc3ccccc3)NC(=O)C21 (centres undefined) | -6
Cc1ccc(S(=O)(=O)N(C)C[C@@H]2Oc3c(NC(=O)Nc4ccc(C(F)(F)F)cc4)cccc3C(=O)N([C@@H](C)CO)C[C@H]2C)cc1 | -3
O=C(COc1ccc(F)cc1)Nc1ncccn1 | -9
CCOC(=O)c1nn(-c2cccc(Cl)c2)cc(Sc2ccc(Cl)cc2)c1=O | 54
N#C/C(=C\c1ccc(Cl)cc1)c1ccccc1 | 15
O=C(O)CCCc1nnc2n3nc(-c4ccccc4)nc3c3ccccc3n12 | 19
CCOc1ccc2ccccc2c1C(=O)N[C@@H]1C(=O)N2[C@@H]1SC(C)(C)[C@@H]2C(=O)O | -6
CCCC(O)C#Cc1cnc2c(c1)C(=O)N([C@H](C)CO)C[C@H](C)[C@H](CN(C)Cc1ccc(F)cc1)O2 (some centres undefined) | 94*
COc1ccc(CN(C)C[C@H]2Oc3c(NC(=O)c4nc5ccccc5s4)cccc3C(=O)N([C@@H](C)CO)C[C@@H]2C)cc1 | 20
CC(C)NC(=O)Nc1ccc2c(c1)C(=O)N([C@H](C)CO)C[C@H](C)[C@@H](CN(C)Cc1ccccc1)O2 | -10
COC(=O)c1ccc(NC(=S)N2CCOCC2)cc1 | -2
COc1ccc(S(=O)(=O)NCc2cn3ccccc3n2)cc1F | -5
C[C@H]1CN([C@@H](C)CO)C(=O)c2cc(NC(=O)Nc3ccc(F)cc3)ccc2O[C@H]1CN(C)C(=O)Nc1cccc2ccccc12 | -12
CCS(=O)(=O)NCCc1csc(-c2ccccc2)n1 | 12
COc1ccc(S(=O)(=O)Nc2ccc3c(c2)C(=O)N([C@@H](C)CO)C[C@H](C)[C@H](CN(C)C(=O)Nc2c(C)noc2C)O3)cc1 | 10
COc1ccc(NC(=O)N(C)C[C@@H]2Oc3ccc(NC(=O)C4CCCCC4)cc3C(=O)N([C@@H](C)CO)C[C@H]2C)cc1 | 1
COC(=O)N(C)C[C@H]1OCc2cnnn2CCCC(=O)N([C@H](C)CO)C[C@H]1C | 0
COc1ccc(C(C)C)cc1S(=O)(=O)NCCN1CCOCC1 | -10
C[C@H](CO)N1C[C@H](C)[C@@H](CN(C)Cc2ccc3c(c2)OCO3)Oc2ccc(NC(=O)CCC(F)(F)F)cc2C1=O | -11
C[C@H]1CN([C@@H](C)CO)C(=O)c2cccc(NC(=O)Nc3cccc4ccccc34)c2O[C@H]1CN(C)S(=O)(=O)c1cccs1 | 27
CC1Cc2ccc(F)cc2CN1C(=O)c1ccc(COc2ccccc2Br)o1 (centres undefined) | 3
O=C(Cn1c(=O)c2cccn2c2cccnc21)N1CCCC1 | -2
CCOC(=O)/N=C(/c1ccc(Cl)cc1)c1cc2ccccc2cn1 | 16
C[C@@H]1CN([C@@H](C)CO)C(=O)Cc2cc(N(C)C)ccc2O[C@@H]1CN(C)C(=O)Nc1ccc2c(c1)OCO2 | -5
Cc1cc(C(=O)Nc2cccc3c2O[C@@H](CN(C)S(=O)(=O)c2cccs2)[C@@H](C)CN([C@H](C)CO)C3=O)n(C)n1 | -8
C[C@H]1CN([C@@H](C)CO)C(=O)c2cccc(NC(=O)Nc3ccccc3)c2O[C@@H]1CN(C)S(=O)(=O)c1cccs1 | 2
O=S(=O)(Cc1ccccc1)NC1CCCCC1 | 2
COc1ccc2oc3ccccc3c(=O)c2c1 | 11
COC(=O)c1ccccc1NC(=O)c1ccc(Cn2cc(Cl)cn2)cc1 | 22
C[C@H]1CN([C@@H](C)CO)C(=O)c2cc(NS(C)(=O)=O)ccc2O[C@H]1CN(C)C(=O)Nc1ccc(F)cc1 | -4
COc1ccc(S(=O)(=O)N(C)C[C@@H]2Oc3ccc(NC(=O)Nc4cccc5ccccc45)cc3CC(=O)N([C@H](C)CO)C[C@@H]2C)cc1 | 30
C[C@H](CO)N1C[C@H](C)[C@@H](CN(C)C(=O)Nc2ccc3c(c2)OCO3)Oc2c(NC(=O)Nc3ccccc3)cccc2C1=O | 6
Cc1noc(C)c1NC(=O)N(C)C[C@H]1OCc2cnnn2CCCC(=O)N([C@@H](C)CO)C[C@@H]1C | -15
C[C@@H]1CN([C@@H](C)CO)C(=O)Cc2cc(NS(C)(=O)=O)ccc2O[C@@H]1CN(C)C(=O)Nc1ccc(F)cc1 | -1
COc1ccc(NC(=O)N(C)C[C@@H]2OCc3cnnn3CCCC(=O)N([C@H](C)CO)C[C@H]2C)c(OC)c1 | 1
COc1ccccc1-n1c(=O)c2c3c(sc2n2c(=S)[nH]nc12)CCC3 | 46
C[C@H](CO)N1C[C@H](C)[C@@H](CN(C)C(=O)Nc2ccccc2)Oc2ccc(NS(=O)(=O)c3ccccc3)cc2C1=O | 2
CCOc1ccccc1NC(=O)c1ccco1 | 3
C[C@H](CO)N1C[C@H](C)[C@H](CN(C)Cc2ccc(Cl)c(Cl)c2)Oc2ccc(NC(=O)Cc3cn(C)c4ccccc34)cc2CC1=O | 12
Cc1cc(=O)[nH]c(SCC(=O)Nc2ccc(Br)cc2)c1C#N | 28
C[C@H]1CN([C@@H](C)CO)C(=O)CCCn2cc(nn2)CO[C@@H]1CN(C)S(=O)(=O)c1ccc(Oc2ccccc2)nc1 | ?
O=C(CCSc1nnc2scc(-c3ccc(Cl)cc3)n12)NCCc1ccccc1 | 21
CSc1nc2ccc(S(=O)(=O)NCCOc3ccc(Cl)cc3)cc2s1 | -4
COc1ccc(S(=O)(=O)N(C)C[C@H]2Oc3ccc(NC(=O)Cc4cn(C)c5ccccc45)cc3C(=O)N([C@@H](C)CO)C[C@@H]2C)cc1 | 26
Cc1cccc(S(=O)(=O)N(C)C[C@H]2OCc3cnnn3CCCC(=O)N([C@H](C)CO)C[C@@H]2C)c1 | 1
COc1cccc(-c2cnc3c(c2)C(=O)N([C@H](C)CO)C[C@H](C)[C@H](CN(C)S(=O)(=O)c2ccccc2)O3)c1 | 32
C[C@@H]1CN([C@@H](C)CO)C(=O)c2cc(NC(=O)CCC(F)(F)F)ccc2O[C@H]1CN(C)C(=O)Nc1ccccc1 | -7

Continued:
SMILES | ROS inducer
Nc1ncnc2nc(N3CCCCC3)[nH]c12 | -12
COc1ccc(NC(=O)N(C)C[C@@H]2OCCCC[C@@H](C)Oc3ccc(NC(=O)Nc4c(C)noc4C)cc3C(=O)N([C@H](C)CO)C[C@@H]2C)cc1 | ?
C[C@H]1CN([C@@H](C)CO)C(=O)c2cc(NS(C)(=O)=O)ccc2O[C@@H]1CN(C)Cc1ccc(Oc2ccccc2)cc1 | 61
C[C@@H]1CN([C@@H](C)CO)C(=O)c2cccc(NC(=O)Nc3cccc4ccccc34)c2O[C@H]1CN(C)C(=O)Nc1ccccc1 | 13
C[C@@H]1CN([C@H](C)CO)C(=O)CCCn2cc(nn2)CO[C@H]1CN(C)S(=O)(=O)c1ccc(Oc2ccccc2)cc1 | -3
Cc1noc(C)c1NC(=O)N(C)C[C@H]1Oc2ccc(NC(=O)CCC(F)(F)F)cc2CC(=O)N([C@@H](C)CO)C[C@H]1C | -6
C[C@@H]1CN([C@H](C)CO)C(=O)Cc2cc(NS(=O)(=O)c3ccc(F)cc3)ccc2O[C@H]1CN(C)Cc1ccncc1 | -1
C[C@H](CO)N1C[C@H](C)[C@H](CN(C)S(=O)(=O)c2cn(C)cn2)Oc2c(NC(=O)Nc3ccccc3)cccc2C1=O | -8
FC(F)(F)c1cccc(-n2c(Cn3nnc(N4CCOCC4)n3)n[nH]c2=S)c1 | 51
O=C(CCCCCC(=O)Nc1ccccc1O)N/N=C/c1cccc(B(O)O)c1 | -9
Cc1ccc(S(=O)(=O)N2CCN(S(=O)(=O)c3ccc(C)cc3)C2)cc1 | 14
Cc1cc(C)c(NC(=O)CSc2nnc(-c3ccncc3)n2C)c(C)c1 | -8
C[C@@H]1CN([C@H](C)CO)C(=O)Cc2cc(NS(=O)(=O)c3ccccc3)ccc2O[C@@H]1CN(C)C(=O)Nc1ccc2c(c1)OCO2 | 7
COc1cc(C(F)(F)F)cc(C(F)(F)F)c1C(=O)N1CCC(C(=O)c2ccc(Cl)cc2)CC1 | 4
N#CC(OC1OC(COC2OCC(OC(=O)/C=C/c3ccc(OC4OC(CO)C(O)C(O)C4O)cc3)C(O)C2O)C(O)C(O)C1O)c1ccccc1 (centres undefined) | -8
COc1cc(/C=C/CO)ccc1O[C@@H]1O[C@H](CO)[C@@H](O)[C@H](O)[C@H]1O | -4
C[C@@H]1CN([C@H](C)CO)C(=O)Cc2cc(NC(=O)Nc3ccc(C(F)(F)F)cc3)ccc2O[C@H]1CN(C)Cc1ccncc1 | -4
N#CCn1c(=O)n(Cc2ccccc2)c(=O)c2cccnc21 | -11
COc1ccc(S(=O)(=O)Nc2ccc3c(c2)C(=O)N([C@H](C)CO)C[C@H](C)[C@@H](CN(C)C(=O)Nc2cccc4ccccc24)OCCCC[C@@H](C)O3)cc1 | 39
CCOC(=O)c1c(NC(=O)COc2ccc(Cl)cc2C)sc2c1CCC2 | -13
C[C@@H]1CN([C@H](C)CO)C(=O)Cc2cc(NC(=O)CCN3CCOCC3)ccc2O[C@@H]1CN(C)C(=O)Nc1ccc(F)cc1 | 19
COCCOC(=O)N1C(=O)[C@@]2(c3ccccc31)[C@H](c1ccc(OCCO)cc1)N1[C@H](c3ccccc3)[C@H](c3ccccc3)OC(=O)[C@H]1[C@@H]2C(=O)N1CCN(c2ncccn2)CC1 | 62
CCCN(CCC)C(=O)c1cc2c(n(-c3ccc(Cl)c(Cl)c3)c1=O)CC(C)(C)CC2=O | 3
C[C@H]1CN([C@@H](C)CO)C(=O)CCCn2nncc2CO[C@H]1CN(C)S(=O)(=O)c1ccc(F)cc1 | -8
COc1ccc(NC(=O)N(C)C[C@H]2Oc3ccc(NC(=O)Nc4ccc(F)cc4)cc3C(=O)N([C@H](C)CO)C[C@@H]2C)cc1 | -7
COc1ccc(S(=O)(=O)Nc2ccc3c(c2)CC(=O)N([C@H](C)CO)C[C@@H](C)[C@@H](CN(C)CC2CCCCC2)O3)cc1 | 5
C[C@@H]1CN([C@@H](C)CO)C(=O)Cc2cc(NS(=O)(=O)c3ccccc3)ccc2O[C@@H]1CN(C)C(=O)NC1CCCCC1 | -6
C[C@H]1CN([C@@H](C)CO)C(=O)c2cc(NS(=O)(=O)c3ccccc3)ccc2O[C@H]1CN(C)CC1CCCCC1 | -1
C[C@H]1CN([C@@H](C)CO)C(=O)c2cccc(NC(=O)C3CCOCC3)c2O[C@@H]1CN(C)Cc1ccc(C(F)(F)F)cc1 | 0
COc1ccc(NC(=O)Nc2cccc3c2O[C@H](CN(C)S(=O)(=O)c2ccc(Cl)cc2)[C@@H](C)CN([C@@H](C)CO)C3=O)cc1 | 5
CCOc1ccc(/C=N/n2c(C)nc3ccccc3c2=O)cc1 | 6
CSc1nc2ccc3nc(NC(=O)c4ccccc4Cl)sc3c2s1 | 28

3 compounds from above, arranged by length of the SMILES, falling.
SMILES | ROS inducer
C[C@@H]1CN([C@H](C)CO)C(=O)Cc2cc(NC(=O)Nc3ccc(C(F)(F)F)cc3)ccc2O[C@H]1CN(C)Cc1ccncc1 | -4
COc1cc(/C=C/CO)ccc1O[C@@H]1O[C@H](CO)[C@@H](O)[C@H](O)[C@H]1O | -4
FC(F)(F)c1cccc(-n2c(Cn3nnc(N4CCOCC4)n3)n[nH]c2=S)c1 | 51
